GSK3beta inhib: inhibitors of human GSK3beta kinase; P49841; GST-GSK3beta kinase, ADP-Glo luminescence, 60 min; hits give low values; activity score (negative = inhibition), % at 10 µM; 300,000 tested, 0.038% active; AID 2097;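 active = more than half of replicate wells score below -50%, meaning over 50% inhibition versus plate controls; inconclusive = some replicates but at most half score below -50%; inactive = no replicate scores below -50%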;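 note: 0% = median DMSO wells and -100% = median GW8510 positive control wells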
Target sequence (P49841 whole entry, looked up): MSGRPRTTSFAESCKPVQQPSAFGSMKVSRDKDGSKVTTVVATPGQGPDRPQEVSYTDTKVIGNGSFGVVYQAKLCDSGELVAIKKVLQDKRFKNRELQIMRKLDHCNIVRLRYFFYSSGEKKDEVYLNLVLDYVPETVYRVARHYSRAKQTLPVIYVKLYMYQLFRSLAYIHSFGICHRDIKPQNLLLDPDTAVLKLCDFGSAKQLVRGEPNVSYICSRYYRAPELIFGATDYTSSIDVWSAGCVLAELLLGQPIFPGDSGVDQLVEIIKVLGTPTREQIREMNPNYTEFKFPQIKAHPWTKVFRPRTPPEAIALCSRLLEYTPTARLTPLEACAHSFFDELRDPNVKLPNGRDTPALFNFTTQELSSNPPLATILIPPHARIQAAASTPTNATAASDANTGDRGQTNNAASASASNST
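Test system – GST-tagged human GSK3beta kinase, cell-free · Incubation – 60 min enzyme reaction, room temperature · Signal – ADP-Glo luminescence · Also added – peptide substrate and ATP at 25 µM · Controls – DMSO neutral wells and GW8510 at 20 µM as positive · Buffer or medium – Tris/MgCl2 kinase buffer · Measure – Luminescence-derived activity versus plate DMSO and GW8510 wells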
HSP90 inh: blocks HSP90-mediated luciferase refolding in reticulocyte lysate; Rabbit reticulocyte lysate, luciferase refolding luminescence, 3 h; 290,000 tested, 0.91% active; inhibition, % at 5.6 µM; AID 1789;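 active = inhibition above the screen-wide mean plus 3 SD, computed separately per campaign, cut at about 16% in these data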;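 note: 0% = DMSO wells and 100% = 60 µM geldanamycin wells; inhibitors lower the luminescence because luciferase stays unfolded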
Dyrk1A ADPGlo: blocks rat Dyrk1A kinase activity; 310,000 tested, 0.43% active; AID 504441; ADP-Glo luminescence, NFATc1 peptide; inhibition, % at 12.5 µM; Q63470; in the data active = inhibition above about 50%;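 note: plate controls were vehicle with enzyme for no effect and no enzyme for full effect; many of its hits are not listed in these tables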
IEC-6 tox: kills IEC-6 intestinal cells in KLF5 counter-screen | IEC-6 cytotoxicity, luminescence viability | 290,000 tested, 0.78% active | inhibition, % at 5 µM | AID 1825; in the data active = inhibition above about 22%;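 note: 0% = plate median of test compound wells and 100% = cytotoxic reference compound wells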
Platelet DG rel: platelet dense granule release activity; human platelet-rich plasma, SFLLRN dense granule ATP release, luminescence; inhibition, %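 (compounds screened at 7.5 µM in platelet-rich plasma)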; 300,000 tested, 0.22% active; AID 1663;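 active = mean replicate score, as percent of positive control, at or above 50; inconclusive = mean below 50 but at least one replicate at or above 50; inactive = mean and every replicate below 50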
HSF1 activator: increases HSF-1 driven luciferase reporter signal | NIH3T3-HGL HSF-1 luciferase reporter, MG132, 8 h; 100% = twice DMSO control signal | activation, % at 9 µM | 300,000 tested, 1.7% active;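 active = mean replicate activation of at least 50% with a set share of replicates each reaching 50%; inconclusive = only one of those two conditions met; inactive = mean below 50% and too few replicates reaching it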;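 note: 0% = median of the neutral control wells and 100% = twice that signal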
GSK3A inh: inhibitors of human GSK-3 alpha kinase | inhibition, % at 10 µM | AID 2650 | P49840 | 320,000 tested, 0.1% active | ADP-Glo luminescence, 60 min;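 in the data active = inhibition above about 50%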;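 note: GST-tagged GSK-3 alpha with peptide substrate and 25 µM ATP; 0% = DMSO neutral wells and 100% = GW8510 positive control wells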
Target sequence (P49840 whole entry, looked up): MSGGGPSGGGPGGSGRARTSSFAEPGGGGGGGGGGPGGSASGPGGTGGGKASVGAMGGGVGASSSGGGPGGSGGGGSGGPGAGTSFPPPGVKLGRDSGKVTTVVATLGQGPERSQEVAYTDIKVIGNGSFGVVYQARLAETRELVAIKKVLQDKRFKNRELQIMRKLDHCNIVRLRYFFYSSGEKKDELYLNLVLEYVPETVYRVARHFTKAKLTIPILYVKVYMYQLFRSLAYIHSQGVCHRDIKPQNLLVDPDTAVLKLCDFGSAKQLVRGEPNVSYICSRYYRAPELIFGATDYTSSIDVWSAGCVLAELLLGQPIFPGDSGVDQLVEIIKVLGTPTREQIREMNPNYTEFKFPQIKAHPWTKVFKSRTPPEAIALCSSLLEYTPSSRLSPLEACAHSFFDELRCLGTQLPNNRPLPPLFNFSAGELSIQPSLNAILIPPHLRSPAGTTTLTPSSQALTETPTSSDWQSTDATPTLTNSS
KLF5 inhibitor: suppresses KLF5 promoter-driven expression | 290,000 tested, 0.23% active | DLD-1 KLF5 promoter-luciferase reporter, luminescence | AID 1700 | inhibition, % at 5 µM;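 active = inhibition above a per-plate limit of that plate's mean compound inhibition plus 3 SD, cut at about 60% in these data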;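 note: 0% = DMSO wells and 100% = LY294002 at 200 µM; higher means less KLF5 promoter-driven luciferase light; inactives centre near -14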
HSF1 inh: HSF1 inhibition | NIH3T3-HGL HSE-luciferase, MG132-induced, luminescence 8 h; hits give low values | activity change, negative = inhibition, % at 7.5 µM (by protocol) | 300,000 tested, 0.77% active | AID 2098;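 active = more than half of replicate wells show activity change below -50%, luminescence cut by over half; inconclusive = some wells, but at most half, below -50%; inactive = no replicate well below -50%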;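 note: luciferase reports HSF-1 transcriptional activity via heat shock element; 0% = median of DMSO wells and -100% = zero luminescence signal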
aSyn UTR inh: 5' untranslated region of α-synuclein, MLPCN primary screen; inhibition, % (tested at 7.5 µM); alpha-synuclein 5'UTR reporter, inhibitor activity; 300,000 tested, 0.82% active; in the data active = inhibition above about 60%; inconclusive = no clear call, values can overlap the other calls;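 note: H4 neuroglioblastoma cells stably carrying SNCA 5'UTR luciferase fusion; 0% = DMSO wells and 100% = positive control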
* = called active by the depositor. These rows are one share of the data (hit frequency here may not be typical).

Screening O=C(O)c1cccnc1SCC(=O)N1CCCc2ccccc21 returned GSK3beta inhib 4, HSP90 inh 0, Dyrk1A ADPGlo -3, IEC-6 tox -4, Platelet DG rel -2, HSF1 activator 4, GSK3A inh -4, KLF5 inhibitor -2, HSF1 inh -3 and aSyn UTR inh -11.
CC1(C)CC(=O)c2sc(NS(=O)(=O)c3ccc(F)cc3)nc2C1 was read as GSK3beta inhib 2, HSP90 inh 6, Dyrk1A ADPGlo 5, IEC-6 tox 6, Platelet DG rel 1, HSF1 activator -1, GSK3A inh -2, KLF5 inhibitor 6, HSF1 inh -1 and aSyn UTR inh 4.
`COc1ccc(-c2nc(CSCC(=O)N3CCN(C4CCCCC4)CC3)c(C)o2)cc1OC` gave GSK3beta inhib 0, HSP90 inh -2, Dyrk1A ADPGlo 12, IEC-6 tox 2, Platelet DG rel 2, HSF1 activator 10, GSK3A inh -1, KLF5 inhibitor -4, HSF1 inh 0 and aSyn UTR inh 7.
Screening CCOP(=O)(OCC)C(NC(=O)Nc1cccc(Cl)c1)C(N)=O (stereo not drawn) returned GSK3beta inhib 1, HSP90 inh -5, Dyrk1A ADPGlo -6, IEC-6 tox 8, Platelet DG rel 14, HSF1 activator 19, GSK3A inh 1, KLF5 inhibitor -13, HSF1 inh -2 and aSyn UTR inh 4.
`C=CCNc1ncnc2c1[nH]c1ccc(C)cc12` gave GSK3beta inhib 2, HSP90 inh -2, IEC-6 tox 1, Platelet DG rel 10, HSF1 activator 62*, GSK3A inh 1, KLF5 inhibitor -162, HSF1 inh 19 and aSyn UTR inh -184.
For CSc1cccc(NC(=O)c2cccc3cccnc23)c1 the results were GSK3beta inhib 0, HSP90 inh -4, Dyrk1A ADPGlo 6, IEC-6 tox 7, Platelet DG rel 2, HSF1 activator 54*, GSK3A inh 1, KLF5 inhibitor -24, HSF1 inh 27 and aSyn UTR inh -134.
For COc1ccccc1N1C(=O)c2cccnc2C1=O the results were GSK3beta inhib 0, HSP90 inh -2, IEC-6 tox -6, Platelet DG rel 2, HSF1 activator -5, GSK3A inh -4, KLF5 inhibitor -28, HSF1 inh -7 and aSyn UTR inh 0.
`Cc1ccc(/C=C/C(=O)Nc2cccc3cccnc23)o1` gave GSK3beta inhib 0, HSP90 inh 1, Dyrk1A ADPGlo 3, IEC-6 tox -15, Platelet DG rel -2, HSF1 activator 14, GSK3A inh 1, KLF5 inhibitor 0, HSF1 inh 18 and aSyn UTR inh -132.
For COC(=O)N1[C@H](Cc2ccccc2)C=C[C@]1(C)C(=O)NCc1ccccn1 the results were GSK3beta inhib 0, HSP90 inh 1, Dyrk1A ADPGlo -7, IEC-6 tox 0, Platelet DG rel 17, HSF1 activator 19, GSK3A inh -2, KLF5 inhibitor 25, HSF1 inh 3 and aSyn UTR inh 4.
`CCOC(=O)NC(C(F)(F)F)(C(F)(F)F)P(=O)(c1ccccc1)c1ccccc1` gave GSK3beta inhib 1, HSP90 inh -1, Dyrk1A ADPGlo 2, IEC-6 tox -8, Platelet DG rel -2, HSF1 activator 0, GSK3A inh -4, KLF5 inhibitor -6, HSF1 inh -1 and aSyn UTR inh 9.
`CCc1cc(C(=O)N(CCCOC)c2c(N)n(Cc3ccccc3)c(=O)[nH]c2=O)sc1C` gave GSK3beta inhib 3, Dyrk1A ADPGlo -8, Platelet DG rel 0, HSF1 activator -18, GSK3A inh -1, HSF1 inh 4 and aSyn UTR inh 2.
`CCOC(=O)C(C)Sc1nnc(-c2ccccc2O)n1-c1ccc(C)cc1` (stereo not drawn) gave GSK3beta inhib -7, HSP90 inh 1, Dyrk1A ADPGlo -1, IEC-6 tox 2, Platelet DG rel -1, HSF1 activator 8, GSK3A inh 0, KLF5 inhibitor 7, HSF1 inh -1 and aSyn UTR inh -9.
Cc1cc(NC(=O)CSCC(=O)OCc2nnc(-c3ccccc3)o2)no1 was read as GSK3beta inhib 1, HSP90 inh -2, Dyrk1A ADPGlo 4, IEC-6 tox 1, Platelet DG rel 2, HSF1 activator 0, GSK3A inh -1, KLF5 inhibitor -18, HSF1 inh 1 and aSyn UTR inh -3.
Screening CCOC(=O)C1CCN(S(=O)(=O)c2cccc(-c3cn4ccccc4n3)c2)CC1 returned GSK3beta inhib 4, HSP90 inh 5, Dyrk1A ADPGlo 8, IEC-6 tox 1, Platelet DG rel 14, HSF1 activator 9, GSK3A inh -3, KLF5 inhibitor 10, HSF1 inh 10 and aSyn UTR inh 10.
For COc1ccc(/C=C2\SC(=S)N(CCCC(=O)N3CCOCC3)C2=O)cc1 the results were GSK3beta inhib 0, HSP90 inh 5, Dyrk1A ADPGlo -6, IEC-6 tox -4, Platelet DG rel 6, HSF1 activator -35, GSK3A inh -2, KLF5 inhibitor -18, HSF1 inh -27 and aSyn UTR inh inconclusive.
COC(=O)c1ccc(/C=N\NC(=O)c2c(C)nc3ccc(Cl)cn23)cc1 was read as GSK3beta inhib 0, HSP90 inh 7, Dyrk1A ADPGlo 2, IEC-6 tox 4, Platelet DG rel -11, HSF1 activator 1, GSK3A inh 0, KLF5 inhibitor -2, HSF1 inh -3 and aSyn UTR inh -23.
`CN(C)C(=O)c1nnc(Cc2ccc(Cl)cc2)o1` gave GSK3beta inhib 1, HSP90 inh -5, Dyrk1A ADPGlo 3, IEC-6 tox 2, Platelet DG rel 1, HSF1 activator -4, KLF5 inhibitor 16, HSF1 inh 4 and aSyn UTR inh -20.
Screening Cc1ccccc1C(=O)Nc1nnc(CC(=O)N/N=C/c2ccncc2)s1 returned GSK3beta inhib -3, HSP90 inh 0, IEC-6 tox -2, Platelet DG rel -4, HSF1 activator -13, GSK3A inh -3, KLF5 inhibitor -34, HSF1 inh 1 and aSyn UTR inh 10.
For COCCCNC(=O)Cn1nnc(-c2ccc(NC(=O)c3ccc(F)cc3)cc2)n1 the results were GSK3beta inhib 5, HSP90 inh 1, Dyrk1A ADPGlo 5, IEC-6 tox -3, Platelet DG rel 0, HSF1 activator 6, GSK3A inh -1, KLF5 inhibitor -25, HSF1 inh -3 and aSyn UTR inh -13.
For CC(Cc1ccccc1)Nc1ncnc2c1ncn2C1OC(CO)C(O)C1O (stereo not drawn) the results were GSK3beta inhib 3, Dyrk1A ADPGlo -7, Platelet DG rel inconclusive, HSF1 activator -2, GSK3A inh -1, HSF1 inh -2 and aSyn UTR inh -23.
For N#C/C(=C\c1cccnc1)c1nc2ccccc2[nH]1 the results were GSK3beta inhib -2, HSP90 inh 7, IEC-6 tox -5, Platelet DG rel 5, HSF1 activator 19, GSK3A inh -2, KLF5 inhibitor -64, HSF1 inh 17 and aSyn UTR inh -86.
COc1ccc(OC)c(NC(=O)c2cc(S(=O)(=O)N3CCCCC3)c[nH]2)c1 was read as GSK3beta inhib 3, HSP90 inh -1, Dyrk1A ADPGlo -2, IEC-6 tox -5, Platelet DG rel -3, HSF1 activator 16, GSK3A inh -3, KLF5 inhibitor -14, HSF1 inh 0 and aSyn UTR inh 4.
`COc1cccc(N2CCN(C(c3ccccn3)c3nnnn3C(C)(C)C)CC2)c1` (stereo not drawn) gave GSK3beta inhib 5, HSP90 inh -5, Dyrk1A ADPGlo 1, IEC-6 tox -1, Platelet DG rel -3, HSF1 activator 13, GSK3A inh 3, KLF5 inhibitor -47, HSF1 inh -1 and aSyn UTR inh 11.
For FC(F)(F)c1cc(-c2ccccc2)nc(NCC2CCCO2)n1 (stereo not drawn) the results were GSK3beta inhib -1, HSP90 inh -1, Dyrk1A ADPGlo -4, IEC-6 tox -4, Platelet DG rel -3, HSF1 activator 10, GSK3A inh 9, KLF5 inhibitor -15, HSF1 inh 2 and aSyn UTR inh 11.
For Nc1nnc(CSCc2ccc(Cl)cc2)s1 the results were GSK3beta inhib 0, HSP90 inh 0, Dyrk1A ADPGlo 5, IEC-6 tox 0, Platelet DG rel 14, HSF1 activator 8, GSK3A inh 1, KLF5 inhibitor -4, HSF1 inh 3 and aSyn UTR inh 10.
For Cc1nnsc1Sc1cccc(C(F)(F)F)c1 the results were GSK3beta inhib 1, HSP90 inh -1, Dyrk1A ADPGlo -4, IEC-6 tox -2, Platelet DG rel 10, HSF1 activator -2, GSK3A inh -4, KLF5 inhibitor -9, HSF1 inh -5 and aSyn UTR inh 17.
Screening Clc1ccc(C2=Nn3c(Cn4nnc5ccccc54)nnc3SC2)cc1 returned GSK3beta inhib -1, HSP90 inh -6, IEC-6 tox 1, Platelet DG rel -2, HSF1 activator 4, GSK3A inh 1, KLF5 inhibitor -2, HSF1 inh 3 and aSyn UTR inh 15.
CCOC(=O)/C(C#N)=C1/C=CN(C)C=N1 was read as GSK3beta inhib 0, HSP90 inh 2, Dyrk1A ADPGlo 5, IEC-6 tox -2, Platelet DG rel -2, HSF1 activator -4, KLF5 inhibitor -47, HSF1 inh 2 and aSyn UTR inh 4.
`O=C(Cc1ccccc1)N/N=C/c1ccc2c(c1)OCO2` gave GSK3beta inhib 0, HSP90 inh -5, Dyrk1A ADPGlo -3, IEC-6 tox -3, Platelet DG rel -7, HSF1 activator 31, GSK3A inh -1, KLF5 inhibitor -53, HSF1 inh 11 and aSyn UTR inh -140.
Screening C#CCOCCOCCOCCNc1nc(N2CCN(C(=O)[C@H](Cc3ccc(O)cc3)n3cc([C@@H](N)CC(C)C)nn3)CC2)nc(N2CCN(C(=O)[C@H](Cc3ccc(O)cc3)n3cc([C@@H](N)CC(C)C)nn3)CC2)n1 returned GSK3beta inhib 0, HSP90 inh 8, IEC-6 tox -1, Platelet DG rel 0, HSF1 activator -12, GSK3A inh -1, KLF5 inhibitor -2, HSF1 inh -8 and aSyn UTR inh 10.
Cc1ccc(S(=O)(=O)N2CCCCC2)cc1NC(=O)C1CCCO1 (stereo not drawn) was read as GSK3beta inhib 1, HSP90 inh 1, Dyrk1A ADPGlo -3, IEC-6 tox 0, Platelet DG rel -3, HSF1 activator 4, GSK3A inh -2, KLF5 inhibitor 0, HSF1 inh 5 and aSyn UTR inh 0.
C/C(=N/OC(=O)C1CC12CCC2)c1ccc(Br)cc1 (stereo not drawn) was read as GSK3beta inhib 1, HSP90 inh -2, Dyrk1A ADPGlo -1, IEC-6 tox -1, Platelet DG rel -1, HSF1 activator 13, GSK3A inh -2, KLF5 inhibitor -26, HSF1 inh 7 and aSyn UTR inh -6.
For CCC(=O)N/C(=N/c1nc(C)cc(C)n1)Nc1ccc(C)cc1 the results were GSK3beta inhib 3, HSP90 inh 2, Dyrk1A ADPGlo -4, IEC-6 tox -7, Platelet DG rel -1, HSF1 activator 25, GSK3A inh -1, KLF5 inhibitor -58, HSF1 inh -5 and aSyn UTR inh 5.
Screening O=C(COC(=O)CCOc1ccccc1)Nc1ccc(Cl)cn1 returned GSK3beta inhib 1, HSP90 inh -3, Dyrk1A ADPGlo 16, IEC-6 tox -7, Platelet DG rel 5, HSF1 activator -13, GSK3A inh -1, KLF5 inhibitor -7, HSF1 inh -10 and aSyn UTR inh 15.

Assay outcomes (PubChem)
